Screens from PubChem.
Growth percent in the NCI-60 one-dose screen (48 h, 10 µM unless noted): 100 = growth as untreated, 0 = no growth, -100 = all killed.
CAKI-1 – CAKI-1 renal cancer. AID 1794772. hit rate 4.7% among 75,000
A498 – A498 renal cancer cells; hit rate 5.4% among 76,000; AID 1794774
U251 – U251 CNS tumor cells | hit rate 5.4% among 80,000 | AID 1794753
SF-268 – SF-268 CNS cancer cells; hit rate 3.1% among 82,000; AID 1794759
SF-539 – SF-539 CNS cancer; hit rate 6.8% among 81,000; AID 1794752
SNB-19 – SNB-19 CNS cancer cells. hit rate 2.5% among 81,000
NCI-H23 – NCI-H23 lung cancer; hit rate 4% among 80,000; AID 1794731
SNB-75 – SNB-75 CNS cancer; hit rate 5% among 79,000; AID 1794750
SF-295 – SF-295 CNS cancer cells; hit rate 5.6% among 79,000
* = called active by the depositor; · = not tested or not shown; & = joins results of further samples; [ ] = another dose, or the depositor's remark. How the source made its calls: active means growth percent below 10; inactive means the rest.

SMILES	CAKI-1	A498	U251	SF-268	SF-539	SNB-19	NCI-H23	SNB-75	SF-295
c1ccc2c(c1)Nc1nc3ccccc3nc1N2	87.4	122.4	98.9	107.6	94.9	111.3	95.8	111.6	·
Cc1ccc(S(=O)(=O)NC(CC(=O)OCc2ccccc2)C(=O)OCc2ccccc2)cc1 (stereo not given)	106.2	93.1	97.7	103.6	95.1	98.5	104.3	77.7	·
COc1c(O[C@@H]2OC(C)[C@@H](O)[C@H](O)C2O)cc2oc3cc(O)c(CC=C(C)C)c(O)c3c(=O)c2c1CC=C(C)C (stereo not given in full)	99.2	83.4	73.5	83.1	101.8	85.8	92.9	84.4	92.1
CN(C)c1ccc(/C=C2\Cc3c(F)ccc(Br)c3C2=O)cc1	82.0	·	91.6	101.3	97.5	93.1	·	87.8	101.0
O=C1C(c2c[nH]c3ccc(Br)cc23)=C(c2coc3ccc(F)cc23)C(=O)N1O	63.0	118.0	97.8	90.7	98.7	102.4	89.9	86.3	94.3
Nc1ccc(C2=NN(c3ccccc3)C(c3ccc(Cl)cc3)C2)cc1 (stereo not given)	80.9	74.7	·	82.5	81.2	78.1	92.8	72.8	86.6
Clc1ccc(/C=N\N=c2\scc(-c3ccc(Cl)cc3)n2/N=C/c2ccc(Cl)cc2)cc1	107.3	92.1	97.6	97.8	96.1	90.0	94.4	91.6	108.5
O=C(NC1CCC(C(=O)O)CC1)OCc1ccccc1 (stereo not given)	99.5	94.5	117.3	102.7	114.5	103.4	95.2	83.8	100.1
CCCc1cc(-c2ccc(O)c(CCC)c2)ccc1O	69.3	85.2	41.3	59.7	94.8	88.9	60.7	55.9	89.9
COc1cc(/C=N/NC(=O)c2ccc(S(C)(=O)=O)cc2)cc(OC)c1OC	101.2	102.1	109.3	104.1	108.1	108.3	103.4	88.7	104.1
O=C(O)CN1C(=O)C=CC1=O	102.4	91.6	101.9	94.4	96.2	105.8	105.7	102.9	103.1
CCOC(=O)c1c(C)nn(CC(O)c2ccccc2)c1NC(=O)Nc1ccccc1F (stereo not given)	82.7	67.7	95.5	95.8	95.9	90.8	97.7	78.7	88.7
N#C/C(=C\c1ccc(F)cc1)C(=O)O	104.3	106.7	·	101.8	109.6	107.8	99.8	102.7	103.8
CC(=O)NCCOC(=O)c1ccccc1	108.8	103.9	108.3	102.9	96.2	109.2	105.2	·	114.5
C=CCNC(=S)NNc1nc(C)cc(=O)[nH]1	97.1	87.2	105.5	92.4	112.9	99.6	105.2	107.5	97.3
O=Cc1ccc2oc3ccccc3c2c1	110.1	109.7	117.0	101.7	101.1	104.4	102.2	102.1	113.0
COc1cc(/C=C2\SC(=O)N(Cc3ccc(-c4ccccc4C#N)cc3)C2=O)cc(OC)c1OC	71.0	99.9	93.9	106.0	99.1	93.2	93.9	70.3	98.9
Cc1cc(C2=NNC(=O)Cc3cc4c(cc32)OCCO4)cc(C)c1N	40.4	24.2	36.6	44.6	19.4	48.0	44.2	·	17.1
CN1c2ccccc2[C@]2(Cc3ccccc3)Cc3ccccc3N[C@H]12	112.3	112.7	106.5	112.0	105.0	104.1	91.4	89.6	104.1
COc1ccc(/C(=C/c2ccc3ccccc3c2)c2nn[nH]n2)cc1OC	23.3	14.5	14.3	53.3	·	51.1	31.5	-7.4*	4.6*

Grouped by structure: the entries above with a COOH group (3)
SMILES	CAKI-1	A498	U251	SF-268	SF-539	SNB-19	NCI-H23	SNB-75	SF-295
O=C(NC1CCC(C(=O)O)CC1)OCc1ccccc1 (stereo not given)	99.5	94.5	117.3	102.7	114.5	103.4	95.2	83.8	100.1
O=C(O)CN1C(=O)C=CC1=O	102.4	91.6	101.9	94.4	96.2	105.8	105.7	102.9	103.1
N#C/C(=C\c1ccc(F)cc1)C(=O)O	104.3	106.7	·	101.8	109.6	107.8	99.8	102.7	103.8

Shown with values under each structure: part of the list above
The line under a structure holds: CAKI-1, A498, U251, SF-268, SF-539, SNB-19, NCI-H23, SNB-75, SF-295
> O=C(O)CN1C(=O)C=CC1=O
  102.4, 91.6, 101.9, 94.4, 96.2, 105.8, 105.7, 102.9, 103.1
> CCOC(=O)c1c(C)nn(CC(O)c2ccccc2)c1NC(=O)Nc1ccccc1F (stereo not given)
  82.7, 67.7, 95.5, 95.8, 95.9, 90.8, 97.7, 78.7, 88.7
> N#C/C(=C\c1ccc(F)cc1)C(=O)O
  104.3, 106.7, ·, 101.8, 109.6, 107.8, 99.8, 102.7, 103.8
> CC(=O)NCCOC(=O)c1ccccc1
  108.8, 103.9, 108.3, 102.9, 96.2, 109.2, 105.2, ·, 114.5
> C=CCNC(=S)NNc1nc(C)cc(=O)[nH]1
  97.1, 87.2, 105.5, 92.4, 112.9, 99.6, 105.2, 107.5, 97.3

(further entries)
SMILES	CAKI-1	A498	U251	SF-268	SF-539	SNB-19	NCI-H23	SNB-75	SF-295
CC(C)C[C@@H]1N[C@@]2(C(=O)Nc3ccccc32)[C@@H](c2ccc(F)cc2)[C@@H]1C(=O)c1ccc(O)cc1	67.3	94.5	97.1	88.7	93.3	95.1	91.6	96.8	100.0
CCOC(=O)c1c[nH]c2cc(C(F)(F)F)ccc2c1=O	85.5	78.3	91.6	83.2	97.1	92.0	93.1	84.6	89.7
CN(C)CCC(CCN(C)C)c1ccccn1	84.2	217.4	106.6	·	97.6	106.4	101.1	98.0	97.9
N#Cc1nccc2ccc(OCc3ccc(Br)cc3)cc12	88.3	96.1	104.7	97.3	93.6	98.5	85.3	92.7	103.4
Clc1cc(Cl)c(Cl)c(-c2nnc(-c3cccc(Cl)c3Cl)o2)c1	85.9	122.0	93.5	84.6	87.4	64.7	86.4	74.7	87.8
O=C(c1cc2cc(OCCCN3CCC3)ccc2[nH]1)N1C[C@@H](CCl)c2c1cc(OCc1ccccc1)c1ccccc21	-84.6*	-25.3*	-80.7*	0.2*	-79.8*	-12.1*	-73.4*	-79.5*	-4.4*
Cn1ccnc1	100.8	119.1	118.6	109.1	98.8	103.0	105.1	94.7	110.3
O=C(Cn1cc(CSc2nnc3oc4ccccc4n23)nn1)Nc1cc(Cl)cc(Cl)c1	94.8	114.9	108.3	106.8	97.3	97.8	104.3	99.2	95.7
O=C(CN1CCN(c2ccc(Cl)cc2)CC1)N1CCN(c2nnc(-c3ccc(Cl)cc3)c(-c3ccc(Cl)cc3)n2)CC1	167.7	56.9	74.2	83.4	82.3	78.0	85.0	75.6	82.3
COC(=O)C1CCC(NNC(=O)c2ccncc2)=N1 (stereo not given)	99.8	·	106.4	97.7	99.8	107.7	97.0	100.3	104.8
COc1c(Br)cc(C(=O)c2ccccc2C(=O)c2cc(Br)c(OC)c(Br)c2)cc1Br	92.7	115.5	96.7	99.9	100.1	102.7	90.1	92.8	102.0
O=C1C(SCc2ccc(F)cc2)=C(Cl)CN1c1ccccc1	90.5	111.4	104.4	108.5	98.2	96.3	92.2	105.3	99.5
Ic1ccc2[nH]cc(SSc3c[nH]c4ccc(I)cc34)c2c1	-6.9*	40.7	18.3	-18.1*	21.3	13.3	17.9	46.6	-19.1*
Cc1ccc(C(=O)O)cc1C#Cc1cnc2cccnn12	90.8	91.5	95.8	101.5	95.7	96.4	97.2	86.7	101.0
O=c1oc2c(Br)cc(Br)cc2cc1-c1cc(-c2ccc(-c3cc(-c4cc5cc(Br)cc(Br)c5oc4=O)nc(-c4cc5cc(Br)cc(Br)c5oc4=O)c3)cc2)cc(-c2cc3cc(Br)cc(Br)c3oc2=O)n1	109.7	95.9	107.4	104.9	106.6	100.9	96.5	104.9	106.1
CCc1c(N)nc(N)nc1Cl	84.4	93.4	104.0	115.3	99.3	110.1	109.8	106.7	107.6
COc1cc(-c2c3c(cn2CCN2CCOCC2)-c2oncc2CC3)cc(OC)c1OC	85.7	76.3	106.2	99.4	91.0	99.0	103.9	81.2	98.3
Fc1ccc(C2Cn3nccc3N2)cc1 (stereo not given)	91.7	·	102.2	96.7	97.1	98.7	110.7	85.6	101.2
NC(=O)Cc1cccc2ccccc12	94.8	98.5	92.6	101.9	95.9	·	102.3	76.7	91.8
O=C(NO)c1ccc(Cn2ccc3c(NCc4ccccc4)ncnc32)cc1	2.7*	-20.1*	-34.0*	19.0	-71.1*	-7.8*	-74.3*	-8.2*	-68.2*
NS(=O)(=O)c1cc2c(cc1Cl)NCNS2(=O)=O	94.5	108.2	100.3	109.2	114.3	97.2	98.1	94.7	98.5
CN1C2CCC1CC(OC(=O)c1c[nH]c3ccccc13)C2 (stereo not given)	90.7	92.8	96.8	101.0	94.6	97.4	109.9	46.9	85.7
Nc1c(C(=O)N/N=C/c2cccc(Oc3ccccc3)c2)cnn1CC(O)c1ccccc1 (stereo not given)	86.5	·	84.2	92.2	90.4	89.7	97.2	104.7	93.7
NC(N)=N/N=C\c1ccc(OCc2ccccc2)cc1	·	·	45.7	·	87.7	70.9	84.0	43.9	99.0
Cc1cc[n+](CCC(N)=O)cc1	92.3	·	98.4	102.6	101.6	104.6	101.7	93.7	105.2
O=C(O)/C=C\C(=O)ONCc1ccccc1	101.6	82.9	96.8	108.1	105.9	105.8	98.6	100.9	96.1
CCOCC(O)COc1ccc(/C(=C(\C)c2ccccc2)c2ccccc2)cc1 (stereo not given)	72.9	90.0	103.3	108.0	107.6	100.8	103.0	90.8	97.0
COC(=O)C1(CC(=O)c2ccc(C)cc2)NC(=S)NC(=O)C1C#N (stereo not given)	88.9	129.0	108.5	100.8	98.8	99.6	98.0	85.9	104.2
O=c1c(-c2ccccc2)cocc1-c1ccccc1	102.4	103.3	104.8	102.3	104.6	106.7	105.4	102.0	150.9
CC(C)NCC(O)COc1cccc2ccccc12 (stereo not given)	81.7	100.4&86.6	92.5&93.2	98.9&98.8	99.0&90.9	97.7&93.7	107.1&101.0	74.1&79.7	90.3&87.7
CCOC(=O)c1[nH]c(CN)c(C(=O)OCC)c1C	89.7	98.7	93.9	98.9	91.9	·	98.9	90.3	104.5
ON(Cc1ccccc1)Cc1ccccc1	92.6	93.1	102.7	105.0	101.4	91.6	91.4	75.1	102.2
CCCC(C)(C)COC(=O)c1ccc(Cl)cc1	·	105.9	86.3	107.1	96.7	103.8	99.0	87.2	102.6
O=C(O)c1cc(N=Nc2ccc(/C=C/c3ccc(N=Nc4ccc(O)c(C(=O)O)c4)cc3S(=O)(=O)O)c(S(=O)(=O)O)c2)ccc1O	103.6	98.0	113.1	102.2	98.3	107.2	103.3	100.9	104.7
CCCN(CCC)C(=O)C(c1ccccc1)C1(O)CCCC1 (stereo not given)	·	112.2	97.8	100.2	110.2	100.8	101.8	103.0	103.3
O=C1CC(c2ccc3c(c2)OCO3)c2scc(-c3ccc(F)cc3)c2N1 (stereo not given)	70.5	·	86.4	85.6	101.0	80.5	65.5	102.0	82.8
CC1(c2ccccc2O)NN=C(/N=C/c2cccc([N+](=O)[O-])c2)N1C(Cc1c[nH]c2ccccc12)C(=O)O (stereo not given)	93.7	90.9	96.1	95.7	99.4	96.9	80.3	92.3	106.9
CS(=O)(=O)NC1CCCCC1	120.0	114.1	108.3	96.8	104.8	106.8	104.0	107.5	103.4
C#CCNN1C(=Nc2ccccc2)NC(=O)/C1=C\c1ccc(OC)cc1	92.3	97.8	105.7	103.6	101.4	98.4	91.7	93.5	98.7
C=CC(=O)Nc1nc(-c2cccc(NS(=O)(=O)c3cccc4c(N(C)C)cccc34)c2)cs1	-87.5*	25.7	-59.0*	0.1*	-100.0*	15.6	-3.1*	5.8*	37.8
C(=C\c1c[nH]c2ccccc12)/c1ccc2ccccc2n1	60.7	120.3	59.7	71.4	87.9	84.4	91.3	81.1	81.4
C=C(C)[C@@H]1CC[C@]2(C(=O)Nc3cccnc3)CC[C@]3(C)[C@H](CC[C@@H]4[C@@](C)(CCC#N)[C@H](C(=C)C)CC[C@]43C)[C@@H]12	64.7	96.0	79.2	73.6	88.6	84.5	83.8	80.6	91.6
O=c1[nH]c(=O)n([C@H]2CC=C(CO)O2)cc1F	66.3	61.8	73.6	85.0	33.2	87.7	58.0	86.9	90.0
CSc1oc(-c2ccccc2)nc1S(=O)(=O)c1ccc(C)cc1	86.8	108.6	92.1	90.4	122.6	87.1	104.4	·	94.9
CC(C)(C)C(=O)OCc1ccccc1	102.9	106.9	101.8	99.4	96.1	107.7	106.6	93.6	98.6
Cc1ccc(S(=O)(=O)N/N=C/c2cn(-c3ccc(F)cc3)nc2-c2ccc(S(C)(=O)=O)cc2)cc1	98.0	87.5	101.5	103.5	97.7	97.1	104.1	109.9	103.0
COc1cc(CCC[P+](c2ccccc2)(c2ccccc2)c2ccccc2)c(OC)c2c1OCO2	75.8	41.5	11.5	13.0	46.9	15.2	19.3	3.7*	66.9
O=C(O)c1ccc(Br)cc1	96.9	133.7	103.1	114.5	98.2	102.9	106.9	92.9	101.2
N#Cc1nn(CCCl)c(=O)c2ccccc12	·	91.7	104.9	104.6	106.7	107.7	101.1	116.7	101.1
Cc1[nH]c(-c2nc3ccccc3[nH]2)c(C)c1C(=O)NC(C)C1CCCCC1 (stereo not given)	85.8	-93.3*[100 µM]	96.7	94.9	89.4	86.6	87.1	79.6	100.8
CCOC(=O)c1c(Nc2ccccc2)nn2c(-c3cccs3)ccnc12	78.8	·	88.6	91.4	84.1	98.2	92.7	88.8	84.1
CSc1ncnc2[nH]ccc12	115.0	81.1	102.5	110.6	84.8	103.2	88.8	87.2	·
CCN(CC)CCn1cnc2ccccc2c1=O	102.4	107.8	101.3	109.1	97.1	110.4	98.0	98.9	98.6
